Avidin bead fluor: avidin bead compound fluorescence profile. Avidin beads, compound fluorescence 488/530 nm, flow cytometry; hits give high values. fluorescence (KMESF) at 10 µM. 220,000 compounds, 0.38% hits; in the data active means fluorescence above about 47; further: inactives centre near 10
Rac1 wt modul: human Rac1 wildtype GTP binding, inhibitors and activators; P63000; GST-Rac1 beads, fluorescent GTP binding, flow cytometry; actives lie on both sides; 0 = cold GTP competed, 100 = untreated; GTP binding activity (% of control), % at 10 µM; 190,000 compounds, 0.27% hits;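 active means GTP binding activity at least 20 points away from the 100% control level, either lower or higher; inconclusive means compound flagged as likely green fluorescent, judged across all proteins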
GSH bead fluor: compound fluoresces at 488/530 nm on GSH beads. GSH beads flow cytometry, compound fluorescence 488/530 nm; hits give high values. fluorescence (KMESF) at 10 µM. 190,000 compounds, 0.25% hits. AID 1776; in the data active means fluorescence above about 89;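 further: glutathione beads carrying GST-tagged Bcl family fusion proteins plus one bare bead set; values are compound well signal with DMSO vehicle wells as background; inactives centre near 16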
Rab7 wt modul: alters GTP binding to wildtype dog Rab7. GST-Rab7 beads, fluorescent GTP binding, flow cytometry; actives lie on both sides; untreated = 100%, excess cold GTP = 0%. GTP binding activity (percent of control), % at 10 µM. 190,000 compounds, 0.055% hits;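 active means fluorescent GTP binding to Rab7 beads changed by at least 20 points from the 100% baseline, either direction, mostly lower; inconclusive means compound itself probably fluorescent, or too few beads counted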;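 further: median green fluorescence of bound Bodipy-FL-GTP per Rab7 bead population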
ABCG2 inh: blocks JC-1 efflux by human ABCG2 transporter; 190,000 compounds, 0.1% hits; inhibition, % at 6.6 µM; Q9UNQ0; IgMXP3 cells, flow cytometry;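 active means inhibition above 80%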;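 further: 0% = DMSO and 100% = nicardipine control wells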
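Test system: ABCG2 IgMXP3 and barcoded ABCB1 CCRF-Adr cell mix; Schedule: cells with compound and JC-1, 10 min at 25 °C, rotating, no wash; Technique: flow cytometry of retained JC-1 fluorescence; Measure: % inhibition of efflux relative to nicardipine and DMSO; Controls: nicardipine high and DMSO low controls.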
ABCB1 block: human ABCB1 inhibition, ABCG2 as counter-screen; P08183; CCRF-Adr cells, JC-1 efflux, flow cytometry; inhibition, % at 6.6 µM; 190,000 compounds, 0.067% hits; in the data active means inhibition above about 40%;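 further: 0% = vehicle and 100% = reference inhibitor; higher value means more JC-1 retained so stronger ABCB1 efflux block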
Target sequence (P08183 whole entry, looked up): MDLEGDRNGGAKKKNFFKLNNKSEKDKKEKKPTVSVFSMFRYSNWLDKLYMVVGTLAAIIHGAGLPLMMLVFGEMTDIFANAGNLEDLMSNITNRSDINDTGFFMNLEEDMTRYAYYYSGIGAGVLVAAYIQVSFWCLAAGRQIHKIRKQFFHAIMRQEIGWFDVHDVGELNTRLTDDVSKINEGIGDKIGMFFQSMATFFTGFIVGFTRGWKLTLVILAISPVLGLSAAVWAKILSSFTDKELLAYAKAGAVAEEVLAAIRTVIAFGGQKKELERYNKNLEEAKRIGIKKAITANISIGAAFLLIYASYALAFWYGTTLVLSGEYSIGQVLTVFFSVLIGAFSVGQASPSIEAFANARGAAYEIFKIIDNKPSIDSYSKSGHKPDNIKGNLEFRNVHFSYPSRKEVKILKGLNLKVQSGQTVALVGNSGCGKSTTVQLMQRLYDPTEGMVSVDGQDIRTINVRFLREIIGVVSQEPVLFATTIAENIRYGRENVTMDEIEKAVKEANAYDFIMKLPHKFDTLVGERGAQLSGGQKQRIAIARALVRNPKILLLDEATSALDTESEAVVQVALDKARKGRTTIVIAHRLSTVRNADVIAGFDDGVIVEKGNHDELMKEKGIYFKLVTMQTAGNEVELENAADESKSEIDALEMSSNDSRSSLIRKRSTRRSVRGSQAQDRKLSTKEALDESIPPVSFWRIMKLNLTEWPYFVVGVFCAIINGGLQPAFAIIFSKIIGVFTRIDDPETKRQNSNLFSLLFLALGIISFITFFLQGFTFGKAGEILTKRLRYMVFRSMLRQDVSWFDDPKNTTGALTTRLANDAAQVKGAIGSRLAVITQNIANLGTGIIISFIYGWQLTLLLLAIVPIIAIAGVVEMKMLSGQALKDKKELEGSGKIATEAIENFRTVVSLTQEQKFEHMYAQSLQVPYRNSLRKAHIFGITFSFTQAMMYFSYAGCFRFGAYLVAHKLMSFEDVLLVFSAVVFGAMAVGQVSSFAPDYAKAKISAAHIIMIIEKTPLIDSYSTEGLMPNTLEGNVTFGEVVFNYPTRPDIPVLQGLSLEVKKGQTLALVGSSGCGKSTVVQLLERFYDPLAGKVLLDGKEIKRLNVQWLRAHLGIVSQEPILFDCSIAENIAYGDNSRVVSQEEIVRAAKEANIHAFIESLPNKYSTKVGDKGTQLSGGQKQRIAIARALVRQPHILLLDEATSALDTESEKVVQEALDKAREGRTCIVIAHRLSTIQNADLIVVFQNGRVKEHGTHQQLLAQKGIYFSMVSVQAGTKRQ
HRas wt GTP: human HRas wildtype GTP binding, change in either direction. P01112. GST-Ras wt beads, Bodipy-FL-GTP binding, flow cytometry; actives lie on both sides. GTP binding activity, % at 10 µM. 190,000 compounds, 0.14% hits;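 active means GTP binding activity at least 20% away from the 100% baseline, either lowered as inhibitor or raised as activator; inconclusive means flagged as likely green fluorescent, judged across all proteins in the well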;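 further: 0% = unlabeled GTP competition control and 100% = no-compound control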
Pf gametocyte: inhibitors of late stage P. falciparum gametocyte viability; P. falciparum stage V gametocytes, ATP luminescence, 24 h; inhibition, % at 10.9 µM; 150,000 compounds, 0.065% hits;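 active means inhibition above the mean plus 3 SD of compounds within the control limits, set per campaign, cut at about 38% in these data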;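 further: 0% = DMSO wells and 100% = medium only without gametocytes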
Rac1 act GTP bind: modulators of GTP binding to human Rac1 activated mutant; P63000; GST-Rac1 activated beads, fluorescent GTP binding, flow cytometry; actives lie on both sides; 100% means binding = to untreated wells; percent activity (GTP binding), % at 10 µM; 190,000 compounds, 0.11% hits;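 active means GTP binding at least 20 percentage points away from the 100% baseline, in either direction, so actives lie on both sides; inconclusive means Compound likely fluorescent itself, or too few beads counted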
Cdc42 wt GTP: modulators (inhibitors or activators) of GTP binding to human Cdc42 wildtype. P60953. GST-Cdc42 beads, Bodipy-GTP binding, flow cytometry; actives lie on both sides. percent activity (GTP binding), % at 10 µM. 190,000 compounds, 0.2% hits;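 active means percent activity GTP binding at least 20 points away from the 100% baseline, either down as inhibitor or up as activator; inconclusive means compound flagged as likely green fluorescent from well-wide comparison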;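 further: median bead fluorescence of bound Bodipy-FL-GTP at 100 nM; 0% = excess unlabeled GTP control and 100% = no compound control; below 100% means less GTP binding so inhibitor and above means activator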
Rab2 wt GTP: changes GTP binding to wildtype dog Rab2A, up or down; GTP binding activity, % at 10 µM; 190,000 compounds, 0.19% hits; AID 760; P61105; GST-Rab2 wt beads, Bodipy-GTP binding, flow cytometry;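 active means GTP binding activity at least 20 points away from 100%, either lowered or raised; inconclusive means signal likely due to the compound's own green fluorescence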;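 further: 0% = beads with excess unlabeled GTP and 100% = no-compound control corrected for plate trend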
* marks the source's active call; other numbers are inactive results; ? = inconclusive; . = not tested or not shown.

Molecule	Avidin bead fluor	Rac1 wt modul	GSH bead fluor	Rab7 wt modul	ABCG2 inh	ABCB1 block	HRas wt GTP	Pf gametocyte	Rac1 act GTP bind	Cdc42 wt GTP	Rab2 wt GTP
COC(=O)CN(CCc1ccccc1)S(=O)(=O)c1ccc(OC)c(OC)c1	30	106	18	100	0	0.2	100	.	99	104	102
Cc1ccccc1S(=O)(=O)NCc1cccnc1	6	106	10	102	1	0.0	101	-8	103	102	102
Cc1sc2nc(N)sc2c1C	7	107	19	100	-4	-3.1	106	2	100	105	104
NC(=O)COC(=O)c1cccc(S(=O)(=O)N2CCN(c3ccc(F)cc3)CC2)c1	11	99	14	96	12	0.0	99	12	95	94	99
COCCN(C(=O)c1ccc2ccccc2c1)c1c(N)n(Cc2ccccc2)c(=O)[nH]c1=O	9	96	13	102	1	-0.5	99	.	92	96	98
O=S(=O)(c1ccc(C2=CSC3=NCCN23)cc1)N1CCOCC1	28	106	15	96	1	0.4	101	17	101	103	99
CN(C)c1ccc(C(=S)N2CCCCC2)cc1Br	12	100	19	99	12	0.8	100	-15	97	103	98
COC(=O)c1ccc(NC(=S)Nc2ccc3ccccc3c2)cc1	11	89	33	93	0	-0.3	95	.	90	93	94
N#Cc1ccc(Oc2nc(C#N)cc(-c3ccccc3)n2)cc1	3	104	5	96	8	0.5	100	4	103	103	100
O=C1OCC(CO)(CO)N=C1NNc1ccccc1Cl	11	102	8	103	2	0.5	103	.	103	102	103
CCOC(=O)c1ccc(Cl)c(NC(=O)c2cccnc2)c1	11	98	25	102	2	0.2	101	.	96	97	99
O=C(NCc1ccc2c(c1)OCO2)C1CCN(S(=O)(=O)c2cccc3nsnc23)CC1	5	98	48	100	2	0.4	100	.	99	99	99
C=CC[N+](C)(C)CC(=O)OCc1ccccc1	13	106	6	98	2	1.0	99	4	98	106	100
O=C(CC(NC(=O)c1ccccc1)c1ccccc1)Nc1cccc2ccccc12 (stereo not given)	13	103	11	97	27	1.1	100	-19	101	104	98
O=C1c2ccccc2OCOc2ccccc21	10	98	32	98	0	-0.1	98	.	97	99	99
O=[N+]([O-])c1ccc2nc(-c3ccccc3[N+](=O)[O-])[nH]c2c1	8	100	12	100	53	-2.2	100	10	98	98	99
O=C(Oc1c(CN2CCOCC2)cc(Cl)c2cccnc12)c1cccs1	12	91	15	101	5	1.0	95	-28	93	91	94
CNC(=O)NC(=O)C(C)OC(=O)c1oc2ccccc2c1CSc1ccc(Cl)cc1 (stereo not given)	0	103	7	100	-2	-0.3	101	.	102	104	99
Cn1c(C(O)C(O)c2ccccc2)nc2ccccc21 (stereo not given)	9	100	15	103	2	0.5	98	10	96	97	98
Cc1cccc(NC(=O)CS(=O)(=O)c2cn(C)c3ccccc23)c1C	6	100	30	99	2	0.8	97	4	98	101	100
O=C(COc1ccc2ccccc2c1)Nc1ccc(S(=O)(=O)N2CCCCCC2)cc1	7	103	28	96	3	0.8	100	-3	97	99	96
Cc1ccc(C(=O)Nc2cccc(Oc3ccccc3)c2)o1	35	106	22	100	34	0.4	102	.	103	102	103
Cc1cccc(NC(=O)c2ccc(OC3CSC3)cc2)c1	2	103	6	99	1	0.3	99	.	100	101	96
Cc1[nH]c2ccccc2c1/C=N/n1cnnc1	11	104	16	101	2	0.2	106	15	101	108	102
COc1cc2c(cc1NC(=O)c1ccco1)CCCC2	29	104	15	102	2	0.5	100	6	99	101	102
COc1ccccc1-n1c(=O)[nH]c2c(C(N)=O)nc(CC(C)C)nc21	7	104	12	100	1	0.5	101	.	100	103	100
CC1(C)CNC(=O)c2sc(NC(=O)c3ccccc3Cl)nc2C1	12	100	22	97	2	0.2	95	.	97	96	95
CCOc1ccc(OCCCCN(C)C)cc1	23	100	14	99	4	0.6	98	.	96	98	98
CCOc1ccc(NS(=O)(=O)c2cc(NC(=O)c3ccc(C)cc3)ccc2Cl)cc1	12	107	11	101	2	1.0	103	.	101	99	101
O=C(C1CC(c2cccc(Br)c2)=NO1)N1CCc2ccccc2C1 (stereo not given)	29	104	14	102	-1	-0.2	105	-7	101	106	104
C=CCOc1ccccc1CNCCc1ccc(S(N)(=O)=O)cc1	14	103	15	100	0	0.3	102	-4	101	102	103
O=C(NCc1ccco1)C(c1ccccc1F)N(CC1CCCO1)C(=O)Cn1nnc2ccccc21 (stereo not given)	8	102	13	100	3	1.5	103	6	102	104	103
CC(=O)c1ccc(N(C(=O)Cc2c[nH]c3ccccc23)C(C(=O)NC2CCCCC2)c2cccs2)cc1 (stereo not given)	1	103	55	98	1	1.2	98	-33	100	100	99
COC(=O)c1cc(C(=O)OC)cc(N2C(=O)CC(N3CCN(c4ccccc4)CC3)C2=O)c1 (stereo not given)	12	104	15	105	18	9.6	103	-4	101	102	103
C/C(=N/NC(=O)c1ccc(Br)o1)C(C)C	5	104	10	99	2	-0.8	98	-24	101	97	98
O=C(N/N=C/c1ccc(OC(=O)c2ccc3c(c2)OCO3)cc1)c1cncc(Br)c1	12	103	17	102	-3	-0.8	102	.	99	99	102
CCn1c(SCC(=O)Nc2nc3ccccc3s2)nc2c(c1=O)SC(C)C2 (stereo not given)	7	106	32	101	-2	1.6	99	-24	98	97	98
COCCN(C)Cc1cn(-c2ccc(F)cc2F)nc1-c1ccccc1C	10	99	11	101	5	0.2	99	4	97	99	99
Cc1nn(-c2ccc(F)cc2)c2sc(C(=O)OC3CCOC3=O)cc12 (stereo not given)	.	99	48	96	12	0.6	97	.	98	98	99
CS(=O)(=O)N(CC(=O)NCCSCc1c(F)cccc1Cl)c1cccc([N+](=O)[O-])c1	21	101	13	99	3	1.1	98	13	94	99	101
CN(Cc1cn(C)nc1-c1ccc(Oc2ccccc2)cc1)CC1COCCO1 (stereo not given)	0	88	12	98	-2	-0.8	92	0	93	91	96
O=C(c1ccc(F)cc1)C1CCN(C(=S)Nc2ccccc2Cl)CC1	8	102	20	107	4	0.6	100	-21	98	101	100
Cc1ccc(C(C)C)c(OCc2nn(CC(=O)c3ccc(OC(F)F)cc3)c3[n+]2CCCCC3)c1	11	98	18	96	3	0.1	96	.	97	101	97
CCOC(=O)C(=O)Nc1nnc(SCc2ccc(F)cc2)s1	3	97	8	99	5	0.2	97	.	94	92	93
CON(c1nc(N(C)C)nc(N(C)C)n1)S(=O)(=O)c1ccccc1Cl	7	109	13	103	7	0.7	103	.	100	104	104
Cc1cc(C)cc(OCC(=O)Nc2ccc(N3CCCC3)cc2)c1	7	100	17	96	7	0.2	97	.	95	96	95
O=C(NCC1OCCc2ccccc21)C1COc2ccccc2O1 (stereo not given)	19	104	12	98	4	1.1	99	.	99	97	96
COCCN1C(=O)C(O)=C(C(C)=O)C1c1ccc(OC)c(OC)c1 (stereo not given)	7	99	13	97	2	0.2	99	.	98	98	98
CC(=O)c1ccc(Oc2cc(-c3ccccc3)nc(-c3ccccc3)n2)cc1	13	102	10	100	6	0.3	103	-12	99	99	100
CC1Cc2ccccc2N1CC(=O)NC(=O)NCc1ccco1 (stereo not given)	11	?	25	?	1	0.4	?	-10	?	?	?

(continued)
Molecule	Avidin bead fluor	Rac1 wt modul	GSH bead fluor	Rab7 wt modul	ABCG2 inh	ABCB1 block	HRas wt GTP	Pf gametocyte	Rac1 act GTP bind	Cdc42 wt GTP	Rab2 wt GTP
Cc1[nH]cnc1CSCc1ccc(Cl)cc1	3	98	10	95	0	-0.1	99	12	98	99	98
COc1ccc(CNC(=O)c2n[nH]c3ccccc23)cc1OC	12	100	15	98	22	1.8	94	23	98	92	92
O=C(CN(Cc1ccco1)C(=O)c1cc(=O)[nH]c2ccccc12)Nc1ccccc1C(F)(F)F	25	108	21	97	1	0.5	101	-5	102	105	102
Cc1ccc(C(=O)c2cc([N+](=O)[O-])ccc2N2CCN(C)CC2)cc1	11	100	9	98	2	0.6	99	.	98	100	97

Two entries from above in a different format.
O=S(=O)(c1ccc(C2=CSC3=NCCN23)cc1)N1CCOCC1
  Avidin bead fluor: 28	Rac1 wt modul: 106	GSH bead fluor: 15	Rab7 wt modul: 96	ABCG2 inh: 1	ABCB1 block: 0.4	HRas wt GTP: 101	Pf gametocyte: 17	Rac1 act GTP bind: 101	Cdc42 wt GTP: 103	Rab2 wt GTP: 99

CN(C)c1ccc(C(=S)N2CCCCC2)cc1Br
  Avidin bead fluor: 12	Rac1 wt modul: 100	GSH bead fluor: 19	Rab7 wt modul: 99	ABCG2 inh: 12	ABCB1 block: 0.8	HRas wt GTP: 100	Pf gametocyte: -15	Rac1 act GTP bind: 97	Cdc42 wt GTP: 103	Rab2 wt GTP: 98
